SRC2 inh – inhibition of GAL4-SRC2 driven luciferase reporter, primary screen, SRC2 inhibitor project, cell-based, luminescence; AID 651957, 2012; inhibition, % at 9 µM; Nuclear receptor coactivator 2 (Homo sapiens), Q15596; HEK293 GAL4-SRC2 luciferase reporter; actives 0.17% (n = 370,000);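 active = inhibition above the mean inhibition of all tested compounds plus 3 SD, set per campaign, cut at about 52% in these data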;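 also: 0% = DMSO treated cells and 100% = cells given Gossypol at 36 µM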
Granule exo inh – LAMP-1 surface exposure blockers, TALL-104 cells – cell-based, flow cytometry, MLPCN library, primary screen | inhibition, % at 10 µM | actives 0.66% (n = 360,000) | TALL-104 LAMP-1 surface exposure; cells stimulated with thapsigargin and PMA;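 active = inhibition above about 55%, limit read from the data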
TLR9-MyD88 block – inhibitors of TLR9-MyD88 association in cells, primary screen, cell-based, CHO, BLA complementation, fluorescence; Toll-like receptor 9 (Homo sapiens) + Myeloid differentiation primary response protein …; inhibition, % at 4.98 µM; CCF4 FRET ratio; actives 0.21% (n = 340,000);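 active = inhibition above the mean over all tested compounds plus 3 SD, cut at about 21% in these data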;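 also: 0% = DMSO only wells and 100% = clavulanate BLA inhibitor control wells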
TWEAK-Fn14 inh – inhibitors of TWEAK-Fn14 signaling, primary screen, luciferase reporter cells, uHTS; TWEAK-stimulated Fn14 reporter cells, luciferase luminescence, 8 h; inhibition, % at 10 µM; actives 2% (n = 360,000); AID 1159606, 2016; in the data active = inhibition above about 50%
SRC3 inh – SRC3 coactivator transcriptional activity inhibitors, primary screen, cell-based, luminescence. Nuclear receptor coactivator 3 (Homo sapiens), Q9Y6Q9. HEK293 GAL4-SRC3 luciferase reporter. inhibition, % at 3.6 µM. actives 0.17% (n = 360,000);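 active = inhibition above a per-campaign cutoff, the mean of all compounds plus 3 SD, cut at about 60% in these data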;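 also: 0% = DMSO-treated cells and 100% = gossypol-treated cells at 36 µM; higher means less SRC3-driven luciferase light from the GAL4 reporter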
NR5A2 inv ag – LRH-1 (NR5A2) inverse agonists, primary screen, cell-based, luminescence, HEK293T, StAR-luciferase reporter. inhibition, % at 3.6 µM. Nuclear receptor subfamily 5 group A member 2 (Homo sapiens), O00482. actives 0.13% (n = 360,000). LRH-1 transfected, 24 h;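 active = inhibition above the mean inhibition of all tested compounds plus 3 SD, cut at about 73% in these data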;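 also: 0% = DMSO wells and 100% = reporter-only cells lacking LRH-1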
Target sequence (O00482 whole entry, looked up): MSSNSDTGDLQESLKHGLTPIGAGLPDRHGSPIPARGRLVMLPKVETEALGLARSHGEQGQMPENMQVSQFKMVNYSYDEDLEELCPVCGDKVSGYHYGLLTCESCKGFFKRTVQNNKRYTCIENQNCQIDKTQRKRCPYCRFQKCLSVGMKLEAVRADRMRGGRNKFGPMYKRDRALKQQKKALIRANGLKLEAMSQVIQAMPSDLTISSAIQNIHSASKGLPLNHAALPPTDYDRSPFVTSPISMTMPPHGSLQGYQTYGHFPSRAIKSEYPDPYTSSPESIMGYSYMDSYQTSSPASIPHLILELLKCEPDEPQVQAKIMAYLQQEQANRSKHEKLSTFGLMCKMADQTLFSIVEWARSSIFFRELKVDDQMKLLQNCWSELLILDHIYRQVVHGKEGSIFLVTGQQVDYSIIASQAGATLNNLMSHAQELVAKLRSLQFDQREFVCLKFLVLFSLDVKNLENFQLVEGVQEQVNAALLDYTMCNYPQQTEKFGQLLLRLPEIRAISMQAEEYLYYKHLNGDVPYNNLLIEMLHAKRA
NCOA1 inh – SRC1 coactivator transcriptional activity inhibitors, primary screen, cell-based, luminescence | actives 0.12% (n = 360,000) | inhibition, % at 3.6 µM | HEK293 GAL4-SRC1 luciferase reporter | Nuclear receptor coactivator 1 (Homo sapiens), Q15788;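 active = inhibition above the campaign mean plus 3 SD, with each screening campaign given its own cutoff, cut at about 60% in these data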;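 also: 0% = DMSO treated cells and 100% = gossypol at 36 µM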
ABHD5 PLIN5 PPI – ABHD5-PLIN5 interaction inhibitors, primary screen, cell lysate, split luciferase complementation, luminescence; AID 602281, 2012; Split G. princeps luciferase complementation, 4 h; Perilipin-5 (Homo sapiens) + 1-acylglycerol-3-phosphate O-acyltransferase ABHD5 (Homo …; inhibition, % at 4 µM; actives 0.78% (n = 360,000);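 active = inhibition above the mean inhibition across every tested compound plus 3 SD, cut at about 22% in these data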;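 also: 0% = DMSO only wells and the 100% control is not disclosed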
TROY signal inh – inhibitors of TROY-driven NF-kB signaling, primary screen, Q293 LMP1-TROYcd cells, NF-kB luciferase, uHTS; Q293 LMP1-TROYcd NF-kB luciferase reporter, 4 h; inhibition, % at 10 µM; actives 0.98% (n = 360,000);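 active = compounds whose plate-normalised and pattern-corrected inhibition of the luciferase reporter signal at the single screening dose is 50% or more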
NOD2 RIPK2 PPI – NOD2-RIPK2 binding disruptors in cells, primary screen, fluorescence, CHO cells, BLA complementation; CCF4 ratio; inhibition, % at 4.98 µM; actives 0.38% (n = 360,000); in the data active = inhibition above about 21%;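 also: 0% = vehicle only and 100% = reference blocker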
NR2F2 inh – NR2F2 transcriptional activity inhibitors, primary screen, cell-based, luciferase reporter, HEK293T, luminescence; inhibition, % at 8.6 µM; COUP transcription factor 2 (Homo sapiens), P24468; actives 0.7% (n = 370,000); HEK293T NGFI-A luciferase reporter;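 active = inhibition above a per-plate cutoff, mean inhibition of test wells between control levels plus 3 SD, cut at about 38% in these data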;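 also: cells cotransfected with COUP-TFII expression vector driving the NGFI-A reporter; 0% = median of COUP-TF2 test wells and 100% = reporter-only cells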
Target sequence (P24468 whole entry, looked up): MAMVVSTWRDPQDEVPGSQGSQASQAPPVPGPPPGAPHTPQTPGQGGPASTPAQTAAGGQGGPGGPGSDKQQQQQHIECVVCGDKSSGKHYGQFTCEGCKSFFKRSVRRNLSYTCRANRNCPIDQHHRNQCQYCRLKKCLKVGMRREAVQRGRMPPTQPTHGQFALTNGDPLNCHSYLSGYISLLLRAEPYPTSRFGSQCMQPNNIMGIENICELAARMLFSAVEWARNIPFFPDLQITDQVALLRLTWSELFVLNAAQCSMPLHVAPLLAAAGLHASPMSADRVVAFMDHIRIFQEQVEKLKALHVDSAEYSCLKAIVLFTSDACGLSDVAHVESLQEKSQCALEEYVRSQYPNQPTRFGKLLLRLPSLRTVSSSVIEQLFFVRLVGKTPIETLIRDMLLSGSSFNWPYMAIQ
Starred values were filed as active, the others as inactive; . = no result given.

SMILES	SRC2 inh	Granule exo inh	TLR9-MyD88 block	TWEAK-Fn14 inh	SRC3 inh	NR5A2 inv ag	NCOA1 inh	ABHD5 PLIN5 PPI	TROY signal inh	NOD2 RIPK2 PPI	NR2F2 inh
CCN(CC)C(=O)C1CCCN(C(=S)Nc2cccc3ccccc23)C1 (stereo not given)	-8	0	4	6	16	12	-11	-4	32	-11	15
CCC(c1ccccc1)c1nc(-c2ccccn2)no1 (stereo not given)	-29	6	-7	-9	-15	-1	-1	0	6	-8	-5
CN(C)C(=O)C1(c2ccccc2)CCN(S(=O)(=O)c2ccccc2)CC1	-4	-2	-8	-6	29	15	3	11	-14	-1	20
NS(=O)(=O)c1ccc(CNS(=O)(=O)c2cc(C(=O)O)ccc2Cl)cc1	-6	3	-2	-7	9	2	-21	8	1	-12	2
CN(CC(=O)Nc1cccc(F)c1)CC(=O)Nc1cccc(S(=O)(=O)N2CCCCCC2)c1	15	1	7	29	2	-4	9	-7	38	-4	19
N#Cc1ccc(/C=C(\C(=O)C(=O)O)c2ccc3ccccc3n2)cc1	-64	-1	0	-18	-110	-120	-133	-3	-24	1	-48
O=C(OCCOCCN=C1NS(=O)(=O)c2ccccc21)c1ccncc1	7	1	-6	11	-13	-6	-2	6	.	-1	6
Cc1csc(C(=O)O)c1NC(=O)c1cccc([N+](=O)[O-])c1	-6	2	.	34	7	-2	-1	1	-1	-13	-13
OC1CCC(NC(=S)Nc2ccc(SC(F)F)cc2)CC1 (stereo not given)	-19	3	-12	1	-58	-53	-63	3	-42	2	-24
Cc1cccc(NC(=O)CSc2nnc([C@@H]3CCCN3C(=O)OC(C)(C)C)o2)c1C	10	-2	-12	21	-12	47	-13	5	5	6	-20
Cc1cc(NC(=O)CS(=O)(=O)c2cn(Cc3cccc(F)c3)c3ccccc23)no1	10	0	-5	18	-6	-13	-7	-1	9	8	5
COc1ccc(Cl)cc1NCC(=O)Nc1ccc(OC)c(S(=O)(=O)N2CCCCC2)c1	-12	-3	-8	13	16	11	-10	4	-10	4	12
C[C@H]1CN([C@@H](C)CO)C(=O)CCCn2nncc2CO[C@@H]1CN(C)S(=O)(=O)c1cccc(C#N)c1	-7	-3	-6	-11	-10	-8	1	5	8	2	-1
CCc1ccc(C(O)c2ncc(-c3ccc(C(F)(F)F)cc3)[nH]2)cc1 (stereo not given)	8	-4	.	-14	-1	15	18	-6	-11	-4	7
Cc1ccc(F)cc1NC(=O)N1CCNC(=O)C1CC(=O)Nc1cc(Cl)ccc1Cl (stereo not given)	13	7	-7	-6	-15	16	16	4	12	0	-11
CC(=O)Nc1cc(C)c(S(C)(=O)=O)c(C)c1	-3	2	-3	-5	9	-10	-7	1	7	-2	-12
CCn1cnc2cc(NCc3ccc(C)cc3)ccc21	-58	2	0	-11	-173	-174	-87	-10	-66	-12	-52
Cc1ccc(-c2nnn(CC(=O)N(c3ccccc3F)C(C(=O)NC3CCCC3)c3ccco3)n2)o1 (stereo not given)	.	-2	-2	18	9	25	6	-8	5	-5	.
COc1ccc(Cc2nnc(SCC(=O)NCCc3ccccc3)o2)cc1	-6	1	-4	7	-1	9	-17	-3	2	-9	12
CC(C)n1ncc2c(C(=O)N3CCN(Cc4cccs4)CC3)cc(C3CC3)nc21	-4	-8	-1	-8	-3	23	-4	4	-6	-2	6
O=C(CN(CCO)c1ccccc1)Nc1ccc(Cl)c(S(=O)(=O)N2CCOCC2)c1	-1	-6	-9	-6	16	8	-9	-3	8	-9	5
CN(C)S(=O)(=O)c1ccc(S(=O)(=O)NC2CCOC(C)(C)C2)cc1 (stereo not given)	-9	-7	5	2	14	1	-9	-2	2	2	22
CCCn1c(=O)c(C(=O)NCc2ccncc2)c(O)c2ccccc21	-6	-1	-1	14	20	11	-7	-1	20	-5	5
COc1cccc(CC(=O)Nc2nc(-c3ccc(F)c(F)c3)cs2)c1	-18	32	-2	15	-11	-12	10	8	34	-2	11
C1=C(CCNCC2CC2)CCCC1	.	2	-2	10	2	2	13	-1	-6	-1	.
COc1ccc(C)cc1S(=O)(=O)NCC(c1ccco1)N1CCc2ccccc2C1 (stereo not given)	-4	2	-4	10	-2	-21	0	-11	13	2	-23
Cc1cc(Cl)ccc1NC(=S)NCCCN1CCCC1=O	5	8	3	11	10	7	1	-1	1	11	10
O=C(Nc1ncccc1O)c1ccc2c(c1)OCCO2	-77	8	-10	-5	-150	-79	-95	12	-4	-5	2
Cc1n[nH]c(C)c1S(=O)(=O)N1CCC(C(=O)O)CC1	4	4	-17	-17	13	-10	9	6	-5	-3	11
COC(=O)C1=C(C)NC(C)=C(C(=O)OCC2CCCO2)C1c1ccc(Cl)c([N+](=O)[O-])c1 (stereo not given)	21	8	7	-5	-4	8	1	-3	10	3	1
CC(C)c1ccc(S(=O)(=O)NCc2ccc3c(c2)OCO3)cc1	-7	6	-4	10	6	8	-1	-2	-2	7	6
CCOc1ccccc1Oc1c(C)oc2cc(OC(=O)c3ccco3)ccc2c1=O	5	-1	-1	7	-3	-11	-2	-8	16	-8	15
CCN(CC)C(=O)C1=C(C)N(CCCN2CCCC2=O)C(=O)C(CC(=O)NC2CC2)C1 (stereo not given)	-17	1	-1	-10	0	12	-10	5	-6	-13	2
Cc1cc(C(=O)NCc2ccccc2Cl)n(-c2ccccc2)n1	-2	-3	9	-1	12	4	-7	11	-14	-4	-5
O=c1[nH]cc(S(=O)(=O)Nc2ccc3c(c2)OCO3)c(=O)[nH]1	-12	26	-5	-6	-3	-14	-8	5	-4	-20	-10
O=C(Nc1ccc2c(c1)OCCO2)C(c1ccnc2ccccc12)N1CCN(C/C=C/c2ccccc2)CC1 (stereo not given)	5	-5	.	29	15	20	8	11	33	1	18
CCCn1c(SCC(=O)Nc2nc(C)c(C(=O)OC)s2)nnc1C(C)C	7	-1	3	4	-8	-12	-47	2	10	-8	-23
COc1ccc(CNC(=O)[C@]2(C)CCC[C@@]3(C)C4CC[C@@]5(C)C[C@]4(CCC32)CC5=O)cc1 (stereo not given in full)	-15	3	10	12	9	9	-8	4	10	3	13
CCCCC[C@@H](C)N1C[C@H](COCc2ccccc2)Oc2cc(N3CCC[C@@H]3COC)ccc2S1(=O)=O	-62	-9	.	-13	.	-40	.	-8	-22	-2	-16
Cc1ccc(NC(=O)CN2c3cccc4cccc(c34)S2(=O)=O)cc1S(=O)(=O)N1CCOCC1	-52	10	3	11	15	3	-9	-5	6	-8	5
O=C(CN1CCCCCC1)OCCN=C1NS(=O)(=O)c2ccccc21	.	-1	-4	9	11	7	-7	0	1	-7	.
COc1ccc(NC(=O)C23CC4CC(CC(Cl)(C4)C2)C3)cc1S(=O)(=O)N1CCOCC1	9	1	-8	20	-3	2	2	-6	-4	1	-4
Cn1c(=O)oc2cc(S(=O)(=O)Nc3ccccc3)ccc21	2	-2	-1	-4	6	-16	-7	-1	15	2	-12
CC(=O)c1sc(NS(=O)(=O)c2ccc(C)cc2)nc1C	7	16	-7	-25	26	0	-19	12	0	-8	-10
OCC(O)CNC(=S)NC1CCCCC1 (stereo not given)	-19	1	-2	7	6	-7	1	0	-7	-4	6
CCC(C)C(=O)Nc1nnc(-c2cccs2)s1 (stereo not given)	-72	2	-1	-15	-34	-62	-44	3	-66	-8	-37
CC1CN(c2cnn(C(C)C)c(=O)c2Cl)CC(C)O1 (stereo not given)	6	27	1	20	1	21	2	4	-23	-17	-6
O=C(Nc1ccc(C(=O)N2CCC(N3CCOCC3)CC2)cc1)c1ccc(Br)o1	-14	-10	-1	6	3	4	-1	-1	-13	-4	3
Cc1ccc2c(c1)C1(SCCS1)C(=O)N2	18	5	8	8	20	11	-1	-10	5	-10	-12

Reprinted from above, 11 compounds:
SMILES	SRC2 inh	Granule exo inh	TLR9-MyD88 block	TWEAK-Fn14 inh	SRC3 inh	NR5A2 inv ag	NCOA1 inh	ABHD5 PLIN5 PPI	TROY signal inh	NOD2 RIPK2 PPI	NR2F2 inh
CCN(CC)C(=O)C1CCCN(C(=S)Nc2cccc3ccccc23)C1 (stereo not given)	-8	0	4	6	16	12	-11	-4	32	-11	15
CCC(c1ccccc1)c1nc(-c2ccccn2)no1 (stereo not given)	-29	6	-7	-9	-15	-1	-1	0	6	-8	-5
CN(C)C(=O)C1(c2ccccc2)CCN(S(=O)(=O)c2ccccc2)CC1	-4	-2	-8	-6	29	15	3	11	-14	-1	20
NS(=O)(=O)c1ccc(CNS(=O)(=O)c2cc(C(=O)O)ccc2Cl)cc1	-6	3	-2	-7	9	2	-21	8	1	-12	2
CN(CC(=O)Nc1cccc(F)c1)CC(=O)Nc1cccc(S(=O)(=O)N2CCCCCC2)c1	15	1	7	29	2	-4	9	-7	38	-4	19
N#Cc1ccc(/C=C(\C(=O)C(=O)O)c2ccc3ccccc3n2)cc1	-64	-1	0	-18	-110	-120	-133	-3	-24	1	-48
O=C(OCCOCCN=C1NS(=O)(=O)c2ccccc21)c1ccncc1	7	1	-6	11	-13	-6	-2	6	.	-1	6
Cc1csc(C(=O)O)c1NC(=O)c1cccc([N+](=O)[O-])c1	-6	2	.	34	7	-2	-1	1	-1	-13	-13
OC1CCC(NC(=S)Nc2ccc(SC(F)F)cc2)CC1 (stereo not given)	-19	3	-12	1	-58	-53	-63	3	-42	2	-24
Cc1cccc(NC(=O)CSc2nnc([C@@H]3CCCN3C(=O)OC(C)(C)C)o2)c1C	10	-2	-12	21	-12	47	-13	5	5	6	-20
Cc1cc(NC(=O)CS(=O)(=O)c2cn(Cc3cccc(F)c3)c3ccccc23)no1	10	0	-5	18	-6	-13	-7	-1	9	8	5

This is a subset; rates above refer to the full screens.
